# MRP reversal – reversal of MRP1-mediated doxorubicin resistance, primary screen, H69AR cells, doxorubicin co-treatment. H69AR cells + 2 uM doxorubicin, CellTiter-Glo, 72 h. differential viability (reversal), % at 10 µM. hit rate 0.04% among 85,000. AID 602, 2007;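 active = viability drop by adding the cancer drug above about 55%, with treated viability meeting a 40% cutoff, limit read from the data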;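 also: viability without doxorubicin minus viability with 2 µM doxorubicin for each compound; larger differential means the compound sensitizes cells more to doxorubicin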
# NFkB transloc inh – inhibitors of IL-1B driven NFkB p65 nuclear import, primary screen, imaging, HUVEC, IL-1B stimulus, high-content imaging; HUVEC IL-1B NFkB p65 nuclear translocation imaging; inhibition, % at 2 µM; hit rate 0.43% among 94,000; AID 796, 2007;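 active = inhibition above about 30% together with a positive call from visual inspection of the well image, limit read from the data; inconclusive = inhibition above a set limit but visual check negative; inactive = inhibition not above a set limit, visual check negative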;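 also: nuclear over cytoplasmic p65 intensity ratio measured by imaging; 0% = IL-1B stimulated DMSO wells and 100% = unstimulated DMSO wells; values of inactives mirror those of a sister screen read the other way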
# Bcl-B displacement – displacers of TR3 peptide from Bcl-B, primary screen, selectivity assay for Bfl-1 inhibitor project, biochemical, fluorescence polarization | Bcl-2-like protein 10 (Homo sapiens) | FP displacement of FITC-TR3 peptide from Bcl-B; higher % means a stronger effect | displacement, % at 20 µM; hits with a dose series show IC50 in µM | hit rate 0.11% among 96,000 | AID 748, 2007;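 active = displacement above 50% at 20 µM plus a fluorescence interference ratio under 1.5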;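 also: plate controls were wells without compound for no effect and wells lacking Bcl-B protein for full effect; a part of the inactive calls stands beside numbers as strong as those of hits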
# PLAP inhibitors HTS – PLAP enzyme inhibitors, biochemical, luminescence, HTS (AID 690); Alkaline phosphatase, placental type (Homo sapiens); purified PLAP, luminescent substrate; higher % means a stronger effect; inhibition, % at 20 µM; hits with a dose series show IC50 in µM; hit rate 0.08% among 96,000; in the data active = a potency from the dose series; inactive = the rest, 99 in 100 with inhibition below about 30%; also: strong numbers were not always called active
# IL1B NFkB pot – enhancers of NFkB p65 translocation in HUVEC – imaging, IL-1B stimulus, high-content imaging, primary screen; HUVEC IL-1B NFkB p65 nuclear translocation imaging; hit rate 0.3% among 94,000; activation, % at 2 µM;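 active = activation above 40%, about the mean plus 3 SD, also judged a hit on visual image review; inconclusive = activation above 40% but not a hit on visual review; inactive = activation not above 40% and no visual hit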;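 also: percent activation is computed from the nuclear over cytoplasmic p65 intensity ratio; values of inactives mirror those of a sister screen read the other way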
# MRP reversal cytotoxicity – recorded beside MRP reversal, whose call it bears; viability, %; H69AR cells, CellTiter-Glo, 72 h; measured here: cytotoxicity without doxorubicin
# MRP reversal with doxorubicin – also measured in MRP reversal; calls as there; viability, %; measured here: viability with 2 uM doxorubicin; stronger effect = lower value
# NFkB transloc inh cell count 2 µM – recorded beside NFkB transloc inh, whose call it bears; cell count; measured here: cells passing quality filter;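 raw number of nuclei counted in each imaged well without normalization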
# IL1B NFkB pot cell count 2 µM – recorded beside IL1B NFkB pot, whose call it bears; cell count; measured here: cells passing quality filter
# Numbers without * were called inactive; ? = inconclusive; . = not tested or not shown.
molecule,NFkB transloc inh cell count 2 µM,IL1B NFkB pot cell count 2 µM,NFkB transloc inh,IL1B NFkB pot,MRP reversal,PLAP inhibitors HTS,MRP reversal with doxorubicin,MRP reversal cytotoxicity,Bcl-B displacement
COc1cc(OC)c(C2C(C(=O)O)c3ccccc3C(=O)N2C)cc1OC (centres undefined),138,138,-31,31,-3,-12%,102,98,1%
CCOC(=O)N1CCN(S(=O)(=O)c2ccc(C)cc2)C1c1ccc(OC)cc1 (centres undefined),192,192,-25,25,7,-42%,88,95,-12%
CCCCSc1nc2c(=O)[nH][nH]c(=O)c2n1Cc1ccccc1,124,124,-16,16,29,.,79,108,.
CCOc1ccc(-n2c(=O)[nH]cc(C(=O)N3CCCc4ccccc43)c2=O)cc1,.,.,.,.,25,-5%,73,98,5%
CCCCC(=O)Nc1ccc(NC(=O)c2cc(OC)c(OC)c(OC)c2)cn1,177,177,-16,16,12,5%,75,87,2%
CN1CCN(c2nc(NCCOC34CC5CC(CC(C5)C3)C4)nc(OCC(F)(F)F)n2)CC1,.,.,.,.,-2,-63%,4,2,0%
O=C1CC(Nc2ccc(N3CCOCC3)cc2)C(=O)N1C1CCCCC1 (centres undefined),128,128,-6,6,.,.,.,.,.
Cc1ccc2[nH]c(-c3cccc(N)c3)cc2c1,180,180,-14,14,4,14%,79,83,-4%
CCOCCCNS(=O)(=O)c1ccc(-n2cnnn2)c(OC)c1,138,138,-13,13,16,12%,92,108,1%
Cc1ccc(CN2CCN(CC(=O)N3CCc4ccccc4C3)C2=O)cc1,159,159,5,-5,18,-29%,89,107,4%
Cc1ccc(-n2cnc3c(sc4nccc(N(C)C)c43)c2=O)cc1,172,172,-12,12,-14,6%,93,80,-9%
O=C(CCCN1C(=O)c2ccccc2C1=O)NC1=NCCS1,.,.,.,.,8,0%,86,94,-1%
Cn1c(SCC(=O)NCc2ccccc2)nnc1-c1ccc(NC(=O)CCc2ccccc2)cc1,135,135,7,-7,-2,3%,97,95,76%
Cn1c(=S)[nH]c2ccccc21,183,183,-33,33,0,-1%,85,85,17%
Cc1oc(C(=O)O)cc1COc1ccc2c(C)cc(=O)oc2c1,117,.,-43,?,-1,-12%,100,99,11%
O=C(O)CSCC(=O)Nc1cccc2ccccc12,103,103,-1,1,0,-28%,98,98,2%
O=S(=O)(c1ccccc1)N(C1=NCCS1)S(=O)(=O)c1ccccc1,100,100,8,-8,15,24%,85,100,0%
O=C(CCCn1c(=O)[nH]c2cc(Cl)ccc2c1=O)NCCCN1CCCC1=O,172,172,-10,10,2,-53%,89,91,-1%
Cc1cc(C(F)(F)F)c2c(N)c(C(=O)Nc3cc(C)on3)sc2n1,155,155,-10,10,-4,5%,77,72,-4%
O=C(c1ccc(O)cc1)c1ccc(Cl)cc1,129,129,-26,26,.,-3%,.,.,7%
Cc1nc2c(-c3ccccc3)c(C)[nH]n2c(=O)c1Cl,18,18,4,-4,0,11%,88,88,-6%
CCCCc1cc(=O)oc2c(CN(C)C)c(O)ccc12,168,168,-6,6,14,-11%,92,105,-4%
C=CCSc1nc(-c2ccccc2)c(C#N)c(=O)[nH]1,155,155,-5,5,13,-30%,110,123,8%
O=c1c2ccccc2n2nnnc2n1-c1ccccc1,61,61,-1,1,3,11%,94,98,-3%
O=C(NCc1ccc(F)cc1)N[C@@H](Cc1ccccc1)C(=O)O,.,.,.,.,4,-6%,103,107,-4%
Cc1ccc(N(CCCCN2C(=O)c3ccccc3C2=O)C(=O)c2cccs2)cc1,126,126,6,-6,.,12%,.,.,-14%
CC(C)c1ccc(C(=O)N2CCN(CCO)CC2)cc1,144,144,-27,27,-14,-9%,104,90,-4%
O=C(CSc1nc(N2CCCCC2)nc(N2CCCCC2)n1)N1CCN(c2ccccc2)CC1,.,.,.,.,10,-62%,74,84,-19%
CN(CP(=O)(O)C(O)c1ccccc1)S(C)(=O)=O (centres undefined),92,92,12,-11,6,15%,97,103,6%
CCOC(=O)N1CCN(C(=O)c2cn(CC(C)C)c(=O)c3c2c2ccccc2n3C)CC1,215,215,-6,6,-1,-32%,77,75,-4%

molecule,NFkB transloc inh cell count 2 µM,IL1B NFkB pot cell count 2 µM,NFkB transloc inh,IL1B NFkB pot,MRP reversal,PLAP inhibitors HTS,MRP reversal with doxorubicin,MRP reversal cytotoxicity,Bcl-B displacement
COc1ccccc1C(=O)N1CCCC(c2nc(-c3cc(OC)c(OC)c(OC)c3)no2)C1 (centres undefined),165,165,-3,3,-3,-72%,64,61,1%
COc1cc(OC)cc(C(=O)N(Cc2nc(-c3cccc(C)c3)no2)C(C)C)c1,87,87,3,-3,-2,-46%,70,68,-13%
CCn1c(Cc2ccccc2)nnc1SCC(=O)Nc1ccc(OC)cc1,180,180,13,-13,8,.,79,87,.
COc1cccc(C(=O)NCc2nnc(SCC(=O)Nc3nccs3)n2-c2ccccc2)c1,84,84,-11,11,16,.,70,86,.
C#CCN1CC(C)/C(=N/O)CC1C (centres undefined),133,133,-2,2,-15,7%,101,85,-8%
NC(=O)c1c(NC(=O)c2cc3ccccc3o2)sc2c1CCC2,139,139,-6,5,8,6%,16,24,-14%
CCOC(=O)CCc1c(C)c2ccc(OCc3nn[nH]n3)c(C)c2oc1=O,168,168,-12,12,0,-11%,89,89,9%
COc1ccc(CCNC(=O)CN2CCN(S(=O)(=O)c3ccc(Cl)cc3)CC2)cc1OC,48,48,-6,6,-1,-85%,90,89,0%
CCOc1cccc(CN2CCN(c3cccc(C(F)(F)F)c3)CC2)c1O,118,118,7,-7,8,-33%,82,91,2%
COc1ccc(CNc2oc(Cc3cccc4ccccc34)nc2C#N)cc1,160,160,3,-3,-1,-23%,62,61,-36%
COCc1cc(=O)[nH]c(Nc2nc(C)c3cc(OC)ccc3n2)n1,146,146,13,-13,-6,-114%,95,89,-2%
O=C(N1CCCCC1)N1CCN(c2ccc(Cl)cc2)CC1,140,140,-10,10,19,-29%,73,92,9%
O=C1/C(=C/c2ccc(N3CCCC3)cc2)NC(=S)N1C1CC1,135,135,7,-7,.,49%,.,.,-168%
CCC(C)(C)n1nnnc1C(c1ccc2ncccc2c1)N1CCN2CCCC2C1 (centres undefined),146,146,-7,7,11,-15%,83,94,-9%
COc1ccc(OC)c(-c2oc3ccccc3c(=O)c2O)c1,146,146,-9,9,-8,15%,66,58,-2%
CCOc1ccc(Cl)cc1S(=O)(=O)N1CCCC1,79,79,25,-25,12,17%,84,95,1%
Cc1ccc(Cl)cc1-n1c(=O)cc(N2CC(C)OC(C)C2)[nH]c1=O (centres undefined),179,179,2,-2,.,-19%,.,.,-14%
Cc1ccccc1CNC(=O)Nc1cccs1,104,104,-10,10,0,14%,78,79,0%
CN(C(=S)NC1=CCS(=O)(=O)C1)C1CCCCC1,190,190,1,-1,-3,-15%,86,83,0%
CCSc1nnc(NC(=O)C2Cc3ccccc3CN2C(=O)c2ccco2)s1 (centres undefined),138,138,-22,23,11,-34%,72,83,6%
CCc1ccc2[nH]c3nc(SCC(=O)NNC(=O)c4ccc(C(C)(C)C)cc4)nnc3c2c1,134,134,-4,4,.,8%,.,.,10%
O=C(Nc1ccc(-c2nc3cccnc3s2)cc1)c1ccco1,.,.,.,.,7,-12%,65,72,5%
O=C1CSc2nc3ccccc3n21,176,176,-8,8,7,-13%,91,98,5%
NC1(N)OC(CN2C(=O)c3ccccc3C2=O)CS1 (centres undefined),129,129,-7,7,-1,-2%,102,101,-12%
O=C(NC1CCN(Cc2ccccc2)CC1)c1cc(-c2ccccn2)nc2ccccc12,122,122,-25,25,-13,-36%,78,64,-4%
COC(=O)c1cc(NCc2ccc3c(c2)OCO3)ccc1N1CCOCC1,103,103,6,-6,4,-68%,83,86,1%
Cc1ccc(OCc2nc(C#N)c(N3CCN(Cc4ccccc4)CC3)o2)cc1,104,104,-5,5,.,-23%,.,.,-18%
O=C(CCSc1nnc(-c2ccco2)o1)Nc1ccccc1,79,79,16,-16,.,15%,.,.,-2%
C=C(C)CN(CC)c1nc(N)c(C#N)c(CC#N)c1C#N,98,98,6,-6,8,0%,83,91,0%
COCc1nnc(NC(=O)c2cc(Cl)ccc2OC)s1,115,115,-34,34,7,-3%,74,81,0%

# Single records, from the list above. Order of screens: NFkB transloc inh cell count 2 µM, IL1B NFkB pot cell count 2 µM, NFkB transloc inh, IL1B NFkB pot, MRP reversal, PLAP inhibitors HTS, MRP reversal with doxorubicin, MRP reversal cytotoxicity, Bcl-B displacement
# O=C1/C(=C/c2ccc(N3CCCC3)cc2)NC(=S)N1C1CC1 is listed with 135, 135, 7, -7, ., 49%, ., ., -168%
# CN(C(=S)NC1=CCS(=O)(=O)C1)C1CCCCC1 is listed with 190, 190, 1, -1, -3, -15%, 86, 83, 0%
# CCc1ccc2[nH]c3nc(SCC(=O)NNC(=O)c4ccc(C(C)(C)C)cc4)nnc3c2c1 is listed with 134, 134, -4, 4, ., 8%, ., ., 10%
# CCn1c(Cc2ccccc2)nnc1SCC(=O)Nc1ccc(OC)cc1 is listed with 180, 180, 13, -13, 8, ., 79, 87, .
# C#CCN1CC(C)/C(=N/O)CC1C (centres undefined) is listed with 133, 133, -2, 2, -15, 7%, 101, 85, -8%

# Next section:
molecule,NFkB transloc inh cell count 2 µM,IL1B NFkB pot cell count 2 µM,NFkB transloc inh,IL1B NFkB pot,MRP reversal,PLAP inhibitors HTS,MRP reversal with doxorubicin,MRP reversal cytotoxicity,Bcl-B displacement
COc1ccc(OC)c(S(=O)(=O)Nc2cc(Cl)cc(Cl)c2)c1,123,123,-16,16,0,.,89,89,.
CC1CCCCC1NC(=O)CC1Oc2ccccc2NC1=O (centres undefined),143,143,3,-3,1,10%,89,90,10%
CCOCC(=O)Nc1nnc(SCCOC)s1,189,189,-14,14,-8,1%,104,96,-5%
CCc1ccc2oc(-c3cc(N)ccc3Cl)nc2c1,.,.,.,.,-14,-1%,85,71,1%
CC(C)(C)NC(=O)CN(C(=O)CCN1CCCc2ccccc21)C(C)(C)C,153,153,-21,21,10,-33%,77,86,8%
Cc1ccc(C)c(NC(=O)c2ccc[n+](Cc3ccc([N+](=O)[O-])cc3)c2)c1,144,144,-11,11,.,23%,.,.,11%
CCOc1cc(C(=O)N2CCCC2)cc(OCC)c1OCC,88,88,5,-5,1,-10%,89,91,-6%
O=C(Cn1c(C(F)(F)F)nc2ccccc21)NCCCN1CCOCC1,138,138,0,-1,3,.,90,93,.
CC(C)n1c(C(O)c2ccc3c(c2)OCO3)nc2ccccc21 (centres undefined),.,.,.,.,11,-145%,90,101,-6%
Cc1noc(C)c1CSCC(=O)OCc1nc2ccccc2c(=O)n1CC#N,.,.,.,.,2,-59%,83,85,-10%
CCOc1ccc(NC2=NCC(=O)N2Cc2cccs2)cc1,185,185,-2,2,-3,-11%,97,94,-6%
CCC(C)[C@H](NC(=O)OC(C)(C)C)c1nnc(SCc2c(C)[nH]c(=O)[nH]c2=O)o1 (some centres undefined),164,164,-17,17,14,0%,85,99,-2%
Cc1cccc(C(=O)NCCCN2CCCC2=O)c1,189,189,-14,14,14,14%,86,100,-21%
O=C(CSc1nc2ccccc2c(=O)n1CC1CCCCC1)N1CCOCC1,.,.,.,.,-7,-63%,70,63,4%
CCN1CCN(c2ccc(NC(=O)c3ccc4c(c3)OCO4)cc2)CC1,97,97,14,-13,0,-1%,77,77,3%
Cc1ccccc1-n1c(SC(C)C(=O)N2CCN(C)CC2)nc2ccccc2c1=O (centres undefined),193,193,-14,14,.,-24%,.,.,5%

# High-throughput results from PubChem BioAssay.

# This is a subset (hit frequency here may not be typical).
